AMA1 RON2 block = qHTS for Inhibitors of AMA1-RON; Towards Development of Antimalarial Drug Lead: Primary Screen; Plasmodium falciparum AMA1 (3D7) - RON2 peptide interaction; 0.2% of 360,000 active; AID 720542, 2013; AlphaScreen AMA1-biotinylated RON2 peptide binding; Potency, µM (titrated, usually from 58.2 µM), inactives show at the top dose activity change, negative = inhibition, most hits filed as inhibitors;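 also: potency is read from the fitted curve at half-maximal effect; 0% = vehicle wells and -100% = peptide control; nearly all actives have a fitted effect of over 45% in size; some results filed as inactive show a strong effect at the top dose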
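AMA1 (3D7) with his tag at 25 nM final met compounds first, then biotinylated RON2 peptide at 25 nM; detection used donor plus acceptor beads, 10 µg/mL apiece, read by AlphaScreen after 30 min at room temperature.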
AmpC detergent = qHTS Inhibitors of AmpC Beta-Lactamase (assay with detergent). AmpC hydrolysis of nitrocefin, absorbance 480 nm, 0.01% Triton. Potency, µM (doses to about 114 µM), without a hit: at the top dose activity change, negative = inhibition, most hits filed as inhibitors. 0.041% of 370,000 active. P00811;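 also: potency is read from the fitted curve at half-maximal effect; 0% = no-compound wells and -100% = no-enzyme wells; nearly all actives have a fitted effect of over 25% in size; some results filed as inactive show a strong effect at the top dose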
Target sequence (P00811 whole entry, looked up): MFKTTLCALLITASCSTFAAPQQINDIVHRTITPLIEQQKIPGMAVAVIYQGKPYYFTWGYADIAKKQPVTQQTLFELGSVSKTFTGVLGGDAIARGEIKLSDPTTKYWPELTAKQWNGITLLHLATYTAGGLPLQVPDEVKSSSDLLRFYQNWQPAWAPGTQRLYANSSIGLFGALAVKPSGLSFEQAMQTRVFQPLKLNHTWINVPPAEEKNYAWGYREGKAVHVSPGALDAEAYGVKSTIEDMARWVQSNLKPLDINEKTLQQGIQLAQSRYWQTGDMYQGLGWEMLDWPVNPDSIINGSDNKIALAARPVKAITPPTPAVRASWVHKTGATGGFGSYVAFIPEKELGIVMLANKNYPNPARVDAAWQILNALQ
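AmpC (5.3 nM in the dispensed reagent) in 20 mM phosphate pH 7.0 with 0.01% (detergent screen) or 0.0001% Triton X-100 was preincubated with compounds for 15 min at room temperature. Nitrocefin was then added from an 800 uM solution, and hydrolysis was followed at 480 nm.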
Tb PYK inh = qHTS of Trypanosoma Brucei Inhibitors. pyruvate kinase (Trypanosoma brucei), Q57TT1. TbPYK enzyme, Kinase-Glo Plus ATP luminescence, 45 min. Potency, µM (titrated, usually from 76.8 µM), for inactives: top-dose activity, negative = inhibition, most hits filed as inhibitors. 0.12% of 410,000 active; also: potency is read from the fitted curve at half-maximal effect; nearly all actives have a fitted effect of over 50% in size
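ADP (130 uM final) triggers the TbPYK reaction after compound addition; incubation is 45 min at room temperature. Kinase-Glo Plus is then added and luminescence imaged. Normalized data are fitted to concentration-effect curves.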
HCMV antiviral = qHTS Assay for inhibitors of the human cytomegalovirus (HCMV); HFF cells, HCMV-luciferase reporter, 72 h; hits give low values; activity change, negative = inhibition, % at 57.5 µM; 4.5% of 410,000 active; in the data active = activity change below about -60%; inconclusive = no clear call, values can overlap the other calls; inactive = above about -39%
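Two compound doses tested in HFFs infected with HCMV-luciferase, MOI 1 PFU/cell, 72 h at 37C. Lysate luminescence read with OneGlo; data normalized against buffer-only and 10uM Salinomycin inhibitor controls.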
LmPK inh = qHTS Assay for Inhibitors of Leishmania Mexicana Pyruvate Kinase (LmPK); Potency, µM (titrated, usually from 57.5 µM), without a hit: at the highest dose activity change, negative = inhibition, usual class: inhibitors; 0.37% of 290,000 active; purified LmPK, Kinase-Glo ATP luminescence, 1 h; Q27686; also: potency is read from the fitted curve at half-maximal effect
Target sequence (Q27686 whole entry, looked up): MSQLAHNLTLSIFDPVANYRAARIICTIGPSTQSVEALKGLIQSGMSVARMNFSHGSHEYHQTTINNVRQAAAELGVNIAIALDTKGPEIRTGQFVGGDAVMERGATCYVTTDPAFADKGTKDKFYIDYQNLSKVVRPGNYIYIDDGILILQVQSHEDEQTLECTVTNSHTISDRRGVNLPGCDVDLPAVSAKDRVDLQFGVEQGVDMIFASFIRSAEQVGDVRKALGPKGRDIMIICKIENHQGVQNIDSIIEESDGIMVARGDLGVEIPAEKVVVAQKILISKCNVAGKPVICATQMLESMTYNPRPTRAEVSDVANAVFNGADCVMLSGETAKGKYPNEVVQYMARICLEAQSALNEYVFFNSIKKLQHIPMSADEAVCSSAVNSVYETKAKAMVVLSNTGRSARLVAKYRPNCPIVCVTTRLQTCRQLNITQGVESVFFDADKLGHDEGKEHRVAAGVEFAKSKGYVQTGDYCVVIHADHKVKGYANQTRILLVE
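Screened at intermediate enzyme activity to detect both inhibitors and activators: LmPK at 0.1 nM, with a 0.5 nM enzyme column as activation reference. PEP 0.5 mM, ADP 0.1 mM; ATP detected by luminescence after 1 h.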
AmpC inh no detg = qHTS Inhibitors of AmpC Beta-Lactamase (assay without detergent). P00811. AmpC nitrocefin hydrolysis, absorbance 480 nm, 0.0001% Triton. Potency, µM (doses to about 57.1 µM), for the others: at the top dose activity change, negative = inhibition, actives largely listed as inhibitors. 0.52% of 330,000 active;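 also: potency is read from the fitted curve at half-maximal effect; plate controls were no compound for no effect and no enzyme for full effect; nearly all actives have a fitted effect of over 20% in size; some results filed as inactive show a strong effect at the top dose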
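20 mM phosphate pH 7.0 + 0.01% (detergent screen) or 0.0001% Triton X-100; 5.3 nM AmpC reagent; cpd preinc 15 min RT; nitrocefin (800 uM stock) to start; A480 q20 s × 4 min; Activity was normalised to no-enzyme and no-compound control wells.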
Sm TGR inh = qHTS Assay for the Inhibitors of Schistosoma Mansoni Peroxiredoxins | 3% of 360,000 active | Potency, µM (top dose mostly 114 µM), for the others: top-dose activity change, negative = inhibition, usual class: inhibitors | Schistosoma mansoni thioredoxin glutathione reductase (TGR), Q962Y6 | purified TGR, DTNB reduction, TNB absorbance 405 nm; also: potency is read from the fitted curve at half-maximal effect; nearly all actives have a fitted effect of over 60% in size
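First, TGR (20 nM dispensed) and NADPH were mixed with compound. Second, a 15 min room-temperature incubation followed. Third, further NADPH and then DTNB were added to start the reaction. Finally, TNB absorbance was monitored kinetically.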
The depositor's hits bear a star; [ ] = another dose, or the depositor's remark. Unless noted, calls follow the shape of the dose curve; as a rule, active = well fitted curve in the direction sought with a large enough effect; inconclusive = small, poorly fitted or top-dose-only effect, or another doubt; inactive = no such curve, though single readings can be large; an effect the other way counts as inactive or inconclusive. Unless noted, % is scaled to controls: 0 for no effect and ±100 for the full control effect.

O=C(Cn1cnc2c(OCc3ccccc3)ncnc21)NCc1ccc2[nH]ccc2c1 was read as AMA1 RON2 block 1.8%, Tb PYK inh 1.1%, HCMV antiviral -2.7 and AmpC inh no detg -43.8%.
`CC1CN=C(c2ccccc2)O1` (stereo not given) gave AMA1 RON2 block -3.9%, Tb PYK inh 0.9% and HCMV antiviral 3.6.
`CCOC(=O)CSc1nnc(CNC(=O)c2ccc(OC)cc2)n1C1CCCCC1` gave AMA1 RON2 block 7.0%, AmpC detergent -7.4%, Tb PYK inh 5.7%, HCMV antiviral -1.6, LmPK inh 0.0%, AmpC inh no detg 95.6%[activator] and Sm TGR inh 9.0%.
Screening COc1ccc(C(=O)NCCSc2ccccc2)cc1OC returned AMA1 RON2 block 20.9%, AmpC detergent -13.0%, Tb PYK inh inconclusive, HCMV antiviral 99.8, LmPK inh 2.1%, AmpC inh no detg -14.0%[2.29 µM] and Sm TGR inh 2.2%.
`CCc1ccc(NS(=O)(=O)c2ccc3[nH]c4c(c3c2)CCCCCC4)cc1` gave AmpC detergent -2.7%, Tb PYK inh -1.4%, HCMV antiviral 8.7 and Sm TGR inh -1.9%.
`COc1ccc(NC(=O)Cn2c(=O)sc3ccccc32)cc1` gave AMA1 RON2 block 44.2%[activator], AmpC detergent inconclusive, Tb PYK inh -7.1%, HCMV antiviral 6.4, LmPK inh -1.4%, AmpC inh no detg -22.1% and Sm TGR inh -11.1%.
Screening CC(=O)OC[C@@H]1CN(Cc2cccc(C(F)(F)F)c2)C[C@H](n2cnc3c(NCc4ccco4)ncnc32)O1 returned AMA1 RON2 block -21.6%, Tb PYK inh 1.9% and HCMV antiviral inconclusive.
`Cc1cc(/C=C2/NC(=O)NC2=O)c(C)n1-c1ccncc1` gave AMA1 RON2 block -5.1%, AmpC detergent 5.1%, Tb PYK inh -1.7%, HCMV antiviral 2.2, LmPK inh -2.8%, AmpC inh no detg -7.9% and Sm TGR inh -13.7%.
`COc1cccc(-c2oc3c(c2C#CCCO)C(O)CCC3)c1` (stereo not given) gave AMA1 RON2 block -7.8%, Tb PYK inh 0.1% and HCMV antiviral 5.3.
`O=C(COC(=O)c1ccc(N2CCCC2=O)cc1)c1ccccc1` gave AMA1 RON2 block -20.9%, AmpC detergent inconclusive, Tb PYK inh -7.1%, HCMV antiviral -34.7, LmPK inh 4.9%, AmpC inh no detg -9.0% and Sm TGR inh 0.4%.
`Cc1cccc(Cn2nnc3ccccc32)c1O` gave AMA1 RON2 block -3.6%, AmpC detergent -0.8%, Tb PYK inh -10.1%, HCMV antiviral -21.0, AmpC inh no detg -21.6% and Sm TGR inh 0.3%.
O=C(Nc1ccccc1C(=O)NCC1CCCO1)c1ccc(Cl)cc1Cl (stereo not given) was read as AMA1 RON2 block -11.8%, AmpC detergent -5.8%, Tb PYK inh 3.1%, HCMV antiviral 10.5, LmPK inh -0.3%, AmpC inh no detg -3.3% and Sm TGR inh 5.0%.
Cc1cc(C)c2oc(-c3cccc(NC(=O)COc4ccc([N+](=O)[O-])cc4)c3)nc2c1 was read as AmpC detergent 0.6%, Tb PYK inh 1.1%, HCMV antiviral 28.6 and Sm TGR inh 0.6%.
`O=C(Nc1ccccc1)N1CCN(Cc2ccc3c(c2)OCO3)CC1` gave AMA1 RON2 block -4.7%, AmpC detergent -7.5%, Tb PYK inh -3.5%, HCMV antiviral -35.8, LmPK inh 11.6%, AmpC inh no detg -18.8% and Sm TGR inh -4.1%.
O=C1OCCN1C(=O)[C@H]1[C@H](c2ccc(Cl)cc2)C(c2ccc(F)cc2)=NN1c1ccc(Br)cc1 was read as AMA1 RON2 block 53.2%[activator], Tb PYK inh -12.3%, HCMV antiviral -4.2 and AmpC inh no detg -15.6%.
Screening CN(C)c1ccc(C=C2C(=O)NC(=S)NC2=O)cc1[N+](=O)[O-] returned AMA1 RON2 block -15.8%, AmpC detergent 1.0%, Tb PYK inh inconclusive, HCMV antiviral 20.5, LmPK inh 3.2%, AmpC inh no detg -20.5% and Sm TGR inh inconclusive.
`CCc1nc2nc(C)c(NS(=O)(=O)c3ccc(C)c(C)c3)c(=O)n2[nH]1` gave AMA1 RON2 block 34.0%[activator], AmpC detergent -2.4%, Tb PYK inh -3.4%, HCMV antiviral 3.6, LmPK inh 0.1%, AmpC inh no detg -6.0% and Sm TGR inh 0.5%.
Screening CC(Oc1ncnc2ccccc12)C(=O)Nc1cccc(S(=O)(=O)N2CCOCC2)c1 (stereo not given) returned AMA1 RON2 block 8.2%, AmpC detergent 1.4%, Tb PYK inh 1.7%, HCMV antiviral -24.0, LmPK inh -0.6%, AmpC inh no detg -30.6% and Sm TGR inh 6.0%.
`COc1ccc(OC)c(-n2c(=S)[nH]c3c(sc(=S)n3-c3ccccc3)c2=O)c1` gave AMA1 RON2 block 27.5%, AmpC detergent -0.8%, Tb PYK inh inconclusive, HCMV antiviral -20.5, LmPK inh 0.6%, AmpC inh no detg -28.6% and Sm TGR inh 4.0%.
`COc1cc2c(cc1OC)C(COc1ccc(F)cc1)N(C(=O)c1ccco1)CC2` (stereo not given) gave AMA1 RON2 block -13.1%, AmpC detergent -2.3%, Tb PYK inh -3.5%, HCMV antiviral -11.2, LmPK inh 2.0%, AmpC inh no detg 81.1%[activator] and Sm TGR inh -22.7%.

Three compounds drawn at random from the list so far:
`O=C(Nc1ccccc1)N1CCN(Cc2ccc3c(c2)OCO3)CC1` gave AMA1 RON2 block -4.7%, AmpC detergent -7.5%, Tb PYK inh -3.5%, HCMV antiviral -35.8, LmPK inh 11.6%, AmpC inh no detg -18.8% and Sm TGR inh -4.1%.
`Cc1cccc(Cn2nnc3ccccc32)c1O` gave AMA1 RON2 block -3.6%, AmpC detergent -0.8%, Tb PYK inh -10.1%, HCMV antiviral -21.0, AmpC inh no detg -21.6% and Sm TGR inh 0.3%.
Screening CN(C)c1ccc(C=C2C(=O)NC(=S)NC2=O)cc1[N+](=O)[O-] returned AMA1 RON2 block -15.8%, AmpC detergent 1.0%, Tb PYK inh inconclusive, HCMV antiviral 20.5, LmPK inh 3.2%, AmpC inh no detg -20.5% and Sm TGR inh inconclusive.

Following part:
Screening Fc1cccc(-n2c(-c3ccco3)nc3nc4ccccc4nc32)c1 returned AMA1 RON2 block 19.2%, AmpC detergent -4.2%, Tb PYK inh 2.9%, HCMV antiviral -35.6, LmPK inh 0.8%, AmpC inh no detg -12.3% and Sm TGR inh -25.8%.
COc1ccc(/C(O)=C2\C(=O)C(=O)N(CCN(C)C)C2c2cc(OC)c(OC)c(OC)c2)c(C)c1 (stereo not given) was read as AMA1 RON2 block 0.4%, AmpC detergent 9.9%, Tb PYK inh -3.2%, HCMV antiviral -11.3, LmPK inh 14.1%, AmpC inh no detg -14.3% and Sm TGR inh 24.7%.
For CCOc1ccccc1C(=O)NCCN1CCC(n2c(=O)[nH]c3ccccc32)CC1 the results were AMA1 RON2 block 6.2%, Tb PYK inh 4.5% and HCMV antiviral -25.3.
Screening Cc1ccc(Cl)c2c1N[C@@H](c1ccc(C(=O)O)cc1)[C@H]1CC=C[C@@H]21 returned AmpC detergent -9.5%, Tb PYK inh inconclusive, HCMV antiviral -2.3 and Sm TGR inh -20.9%.
Screening Cc1ccoc1C(=O)N1CCCCC1C(=O)O (stereo not given) returned AMA1 RON2 block 11.8%, AmpC detergent -1.5%, Tb PYK inh -18.4%, HCMV antiviral -21.3, LmPK inh -5.9%[11.5 µM], AmpC inh no detg -14.4% and Sm TGR inh 16.7%.
`CCC(=O)Nc1ccc(S(=O)(=O)Nc2cccc(C)c2)cc1OC` gave AMA1 RON2 block 2.7%, AmpC detergent -4.4%, Tb PYK inh -3.6%, HCMV antiviral -16.1, LmPK inh -5.0%, AmpC inh no detg -39.9% and Sm TGR inh -5.9%.
COc1ccc(CCNC(=O)CSc2nc(O)c(C(C)C)c(=O)[nH]2)cc1OC was read as AMA1 RON2 block -3.8%, AmpC detergent -13.1%, Tb PYK inh -0.1%, HCMV antiviral -19.3, LmPK inh 3.7%, AmpC inh no detg -20.6% and Sm TGR inh -10.7%.
For C=CCn1c(=O)c(C(=O)NCc2ccccc2)c(O)c2ccccc21 the results were AMA1 RON2 block 184.1%[activator], AmpC detergent inconclusive, Tb PYK inh 7.7%, HCMV antiviral -25.2, LmPK inh 8.7%, AmpC inh no detg -38.4% and Sm TGR inh -14.0%.
COc1ccc(-c2cc(C)no2)cc1S(=O)(=O)NCCCN1CCCCCC1 was read as AMA1 RON2 block 8.1%, AmpC detergent -6.1%, Tb PYK inh -0.1%, HCMV antiviral 0.0, LmPK inh 3.9%, AmpC inh no detg 77.5%[activator] and Sm TGR inh -32.2%.
`O=S(=O)(Oc1ccc(C(=S)N2CCOCC2)cc1)c1ccc(Cl)cc1` gave AMA1 RON2 block -13.8%, AmpC detergent -0.9%, Tb PYK inh 0.7%, HCMV antiviral -21.3, LmPK inh -0.9%, AmpC inh no detg -1.0% and Sm TGR inh -24.3%.
Cc1cccc(N2CCN(C(=O)c3ccc4c(c3)N(Cc3cccc(Cl)c3)C(=O)c3ccccc3S4=O)CC2)c1C (stereo not given) was read as AmpC detergent 6.3%, Tb PYK inh -4.5%, HCMV antiviral 10.5 and Sm TGR inh 0.8%.
`CCN(C(=O)COC(=O)c1ccc(OC)c(S(=O)(=O)N2CCCc3ccccc32)c1)C1CCS(=O)(=O)C1` (stereo not given) gave AMA1 RON2 block -2.2%, AmpC detergent -3.1%, Tb PYK inh -13.3%, HCMV antiviral 84.1, LmPK inh -8.6%, AmpC inh no detg 51.2% and Sm TGR inh 13.3%.
`CC(=O)NC(CCS(C)(=O)=O)C(=O)Nc1c(F)cccc1F` (stereo not given) gave AMA1 RON2 block 4.0%, AmpC detergent 3.4%, Tb PYK inh -2.0%, HCMV antiviral -11.1, LmPK inh 2.8%, AmpC inh no detg -4.9% and Sm TGR inh 0.5%.
For CCCc1cc(NCCCO)n2c(nc3ccccc32)c1C#N the results were AMA1 RON2 block -5.4%, AmpC detergent -5.1%, Tb PYK inh 8.7%, HCMV antiviral 65.9, LmPK inh -6.4%, AmpC inh no detg -13.6% and Sm TGR inh 13.4%.

Compounds as they come; about 7.4% have a hit in one of these screens.
